High-throughput results (PubChem)
FEN1 inhibitor: human FEN1 inhibition; 0.35% of 390,000 active; AID 588795; Recombinant FEN1 flap cleavage, fluorescence, 15 min; P39748; Potency, µM (doses to about 114 µM), inactives show top-dose activity change, negative = inhibition, usual class: inhibitors; note: nearly all actives have a fitted effect of over 65% in size
Target sequence (P39748 whole entry, looked up): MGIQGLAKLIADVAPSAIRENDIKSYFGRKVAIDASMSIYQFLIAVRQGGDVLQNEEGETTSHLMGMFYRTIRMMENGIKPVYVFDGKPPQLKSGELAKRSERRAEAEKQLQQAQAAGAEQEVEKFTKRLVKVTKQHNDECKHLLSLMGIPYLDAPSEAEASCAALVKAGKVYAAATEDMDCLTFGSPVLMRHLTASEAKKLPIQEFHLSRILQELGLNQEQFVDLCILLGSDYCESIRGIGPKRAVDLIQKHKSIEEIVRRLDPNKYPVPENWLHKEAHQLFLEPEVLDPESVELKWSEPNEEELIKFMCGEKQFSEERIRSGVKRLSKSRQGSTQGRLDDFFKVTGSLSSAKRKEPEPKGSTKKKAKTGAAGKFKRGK
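Read-out was taken twice, immediately and after 15 min, following addition of 50 nM substrate to 10 nM FEN1 that had sat with test compound for 15 min at room temperature. Curves came from a four-parameter Hill model.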
TDP1 block: blocks human tyrosyl-DNA phosphodiesterase 1; 0.28% of 350,000 active; AID 485290; Q9NUW8; Potency, µM (series often up to 130 µM), without a hit: top-dose activity change, negative = inhibition, hits mostly inhibitors; recombinant TDP1, AlphaScreen DNA substrate cleavage; note: nearly all actives have a fitted effect of over 40% in size
Target sequence (Q9NUW8 whole entry, looked up): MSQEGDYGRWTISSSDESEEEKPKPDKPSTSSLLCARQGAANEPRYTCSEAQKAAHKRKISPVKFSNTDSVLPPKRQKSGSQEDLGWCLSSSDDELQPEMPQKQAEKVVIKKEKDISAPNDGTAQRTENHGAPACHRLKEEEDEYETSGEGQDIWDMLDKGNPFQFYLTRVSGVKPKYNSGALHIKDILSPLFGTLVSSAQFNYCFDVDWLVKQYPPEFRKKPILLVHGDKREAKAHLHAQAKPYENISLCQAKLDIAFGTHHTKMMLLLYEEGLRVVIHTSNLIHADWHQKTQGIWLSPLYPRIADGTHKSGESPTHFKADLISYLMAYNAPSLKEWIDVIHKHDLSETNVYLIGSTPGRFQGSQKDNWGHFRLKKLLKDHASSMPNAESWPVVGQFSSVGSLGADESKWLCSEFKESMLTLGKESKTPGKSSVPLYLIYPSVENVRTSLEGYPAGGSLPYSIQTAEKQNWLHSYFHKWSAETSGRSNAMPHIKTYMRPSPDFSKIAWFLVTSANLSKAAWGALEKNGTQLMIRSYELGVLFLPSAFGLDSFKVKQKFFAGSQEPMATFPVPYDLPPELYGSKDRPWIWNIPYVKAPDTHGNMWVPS
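Steps: enzyme plus compound, 15 min RT; add biotin/phosphotyrosine-FITC oligonucleotide (15 nM final), react 5 min; add donor/acceptor beads (10 ug/ml final), 10 min; read AlphaScreen. Tdp1 at 1 nM final.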
N370S GC mod: inhibitors or activators of N370S glucocerebrosidase for Gaucher disease; 0.092% of 330,000 active; AID 2101; N370S GC spleen homogenate, 4MU-glucoside fluorescence; Potency, µM (series often up to 59.4 µM), inactives show at the highest dose activity change, negative = inhibition, most hits filed as inhibitors; P04062;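 note: 0% = full enzyme activity and -100% = no enzyme basal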
Active calls of the source: *; u = inconclusive; x = not tested or not shown; [ ] = remark or other dose. Calls come from the whole dose curve; as a rule, active = well fitted curve in the direction sought with a large enough effect; inconclusive = small, poorly fitted or top-dose-only effect, or another doubt; inactive = no such curve, though single readings can be large; an effect the other way counts as inactive or inconclusive. Unless noted, % is set by controls: 0 for no effect and ±100 for the full control effect; potency is the fitted concentration of half-maximal effect.

FEN1 inhibitor	TDP1 block	N370S GC mod	SMILES
2%	x	7%	O=C(Nc1cc(Cl)ccc1Cl)C1CCCO1 (stereo not given)
-3%	-3%	2%	COCON1C(=O)CN(C(C)=O)C1c1ccc(Cl)cc1Cl (stereo not given)
2%	11%	-1%	Cc1nc2cc(-n3ccc(=O)cc3)ccc2n1-c1ccccc1
x	-1%[56.1 µM]	-12%	O=c1cc(-c2ccccc2)oc2c(O)c(O)ccc12
5%	x	-6%	CCOC(=O)C1CCN(Cc2cccc(OCc3ccccc3)c2)CC1
-7%	3%	-19%	COC(c1ccccc1)c1nnc(CCC(=O)NC2CCCCC2)o1 (stereo not given)
10%	5%	16%	CCOC(=O)c1ccc(NC(=S)NCC(O)c2ccccc2)cc1 (stereo not given)
x	12%[56.1 µM]	-8%	CN(C)c1ccnc(-c2cccc(NS(C)(=O)=O)c2)n1
7%	5%	1%	CC(C)C(NC(=O)Cc1ccccc1[N+](=O)[O-])C(C)C
-15%	-3%	-3%	CCOc1ccccc1OCCC(=O)OCC(=O)Nc1c(C)cc(C)cc1C
-5%	x	3%	CC(c1ccon1)N(C)Cc1cn(C)nc1-c1ccc2c(c1)OCCO2 (stereo not given)
-18%	12%	-24%	CCC(C)(C)n1nnnc1C(c1ccc(O)c(OC)c1)N1CCN(c2nc3ccccc3s2)CC1 (stereo not given)

An excerpt from above in order of their number in N370S GC mod, low to high.
| Structure | N370S GC mod |
| --- | --- |
| CCC(C)(C)n1nnnc1C(c1ccc(O)c(OC)c1)N1CCN(c2nc3ccccc3s2)CC1 (stereo not given) | -24% |
| COC(c1ccccc1)c1nnc(CCC(=O)NC2CCCCC2)o1 (stereo not given) | -19% |
| CCOC(=O)C1CCN(Cc2cccc(OCc3ccccc3)c2)CC1 | -6% |
| O=C(Nc1cc(Cl)ccc1Cl)C1CCCO1 (stereo not given) | 7% |
| CCOC(=O)c1ccc(NC(=S)NCC(O)c2ccccc2)cc1 (stereo not given) | 16% |

(next part)
FEN1 inhibitor	TDP1 block	N370S GC mod	SMILES
15%	8%	x	COc1cccc(CNC(=O)c2ccc(-c3nc(CSc4ccccc4)c(C)o3)cc2)c1
0%	9%	x	Cc1ccc2oc(C(=O)Nc3sc4c(c3C(=O)NCc3ccccc3)CCCC4)cc(=O)c2c1
1%	3%	-1%	O=C1CCCCC1c1cccc2ccccc12 (stereo not given)
0%	-5%	-2%	Cn1c(=O)n(CCCOc2ccc(Cl)cc2)c2ccccc21
-7%	5%	x	COc1cc(O)ccc1-c1nc2cc(C)ccn2c1Nc1ccccc1C
-2%	6%	3%	CCCOC(=O)CSC1=C(C#N)C(c2ccccc2OCC)C(C#N)C(=O)N1 (stereo not given)
-5%	-13%	x	O=C(Nc1cccc2cccnc12)C(Cl)(Cl)Cl
-6%	3%	6%	CSc1nc2cc3c(cc2n1C(=O)c1ccc(C)cc1)OCCO3
-7%	5%	7%	COc1cc2c(cc1OC)C(c1ccco1)CC(=O)N2 (stereo not given)
3%	2%[56.1 µM]	-1%	CC(=O)c1c(C)nc(C)nc1NC(=O)Cc1ccccc1
6%	0%	21%	CCn1c(SCC(=O)OC2CCCCC2)nc2ccccc2c1=O
1%	0%	u	CC(C)(C)NC(=O)C(=O)NC(=O)c1c(F)cccc1Cl

Taken from above:
N370S GC mod with `Cn1c(=O)n(CCCOc2ccc(Cl)cc2)c2ccccc21` → -2%
TDP1 block with `COc1cccc(CNC(=O)c2ccc(-c3nc(CSc4ccccc4)c(C)o3)cc2)c1` → 8%
FEN1 inhibitor with `CCn1c(SCC(=O)OC2CCCCC2)nc2ccccc2c1=O` → 6%
TDP1 block with `COc1cc2c(cc1OC)C(c1ccco1)CC(=O)N2` (stereo not given) → 5%

Next section
FEN1 inhibitor	TDP1 block	N370S GC mod	SMILES
2%	-1%	x	CCCOc1cccc(C2c3c(oc4ccccc4c3=O)C(=O)N2c2nncs2)c1 (stereo not given)
11%	5%	x	CCOc1cc(CNC(=O)CSc2n[nH]c(-c3ccccc3)n2)cc(OCC)c1OCC
-16%	-2%	-4%	O=C(CN1C(=O)NC2(CCCCCC2)C1=O)c1ccc(OC(F)F)cc1OC(F)F
-12%	1%	-8%	COc1ccc(S(=O)Cc2ccc(C(=O)NC3CC3)o2)cc1 (stereo not given)
-10%	x	-2%	CC(=O)N(c1ccccc1)C1CC(C)N(C(=O)c2ccccc2)c2ccccc21 (stereo not given)
5%	8%	2%	O=C(NCc1ccccc1)Nc1cccn(Cc2ccc(F)cc2)c1=O
-5%	8%	x	Cc1ccc(-n2c3c(cc(-c4nc(-c5ccc(Cl)cc5)cs4)c2=O)C(=O)CC(C)(C)C3)cc1C
-12%	-5%	-2%	S=C(Nc1ccccc1)N1CCN(C(=S)c2ccccc2)CC1
1%	-6%	-8%	Cc1ccc(C)c(NC(=O)C(OC(=O)c2ccc(CO)cc2)c2ccccc2)c1 (stereo not given)
20%	3%	4%	COc1ccc(CN2CCNC(=O)C2CC(=O)N(C)CCC2CCOCC2)c(OC)c1 (stereo not given)
3%	8%	3%	O=C(c1ccc(COc2ccccc2Cl)o1)N1CCOCC1
-21%	0%	x	CCCCNC(=O)C(CC)(ONc1ccccc1C(F)(F)F)c1ccccc1 (stereo not given)
1%	9%	11%	O=C(Nc1ccc(Cl)cc1Cl)C1CCC(=O)N1Cc1ccccc1Cl (stereo not given)
u	7%	25%	Cc1nnc(SCC(=O)Nc2nsc(-c3ccc(C(C)(C)C)cc3)n2)s1
7%	3%	4%	CCn1cc([N+](=O)[O-])c(C(=O)N2CCN(C(=O)c3ccco3)CC2)n1
20%	x	-2%	COc1ccccc1CNC(=S)Nc1ccc(F)cc1
5%	x	-3%	CC(CN)(NS(=O)(=O)c1ccccc1)c1ccccc1 (stereo not given)
-9%	5%	-1%	CCN1C(=O)/C(=C\N(C)C)NC1=S
10%	8%	0%	CCOc1ccc(-n2cnnn2)cc1S(=O)(=O)N1CCC(C)CC1C (stereo not given)
1%	6%	7%	Cn1c(CS/C(N)=N/N=C/c2ccccc2)c(Br)c(=O)n1-c1ccccc1
-4%	-2%	-4%	O=C(CN1CCN(Cc2ccccc2)CC1)Nc1cccc(C(F)(F)F)c1
-3%	x	-9%	Cc1cccc(NC(=O)CN(C2=NC3CS(=O)(=O)CC3S2)c2ccccc2F)c1 (stereo not given)
25%	-1%	15%	Cc1ccc(-c2nc3sc4c(N)ncnc4c3c3c2CCCC3)cc1
-8%	0%	-4%	Cc1ccc(-c2nn3cnnc3c3ccccc23)cc1

Compound profiles, as listed above. Screens in order: FEN1 inhibitor, TDP1 block, N370S GC mod
Profile of Cc1ccc(-c2nc3sc4c(N)ncnc4c3c3c2CCCC3)cc1 = 25%, -1%, 15%
Profile of COc1ccccc1CNC(=S)Nc1ccc(F)cc1 = 20%, x, -2%
Profile of O=C(Nc1ccc(Cl)cc1Cl)C1CCC(=O)N1Cc1ccccc1Cl (stereo not given) = 1%, 9%, 11%
Profile of CCN1C(=O)/C(=C\N(C)C)NC1=S = -9%, 5%, -1%

(further entries)
FEN1 inhibitor	TDP1 block	N370S GC mod	SMILES
-3%	4%	3%	Cc1noc(NS(=O)(=O)c2ccc(NC(=O)CC34CC5CC(CC(Br)(C5)C3)C4)cc2)c1C
15%	5%	9%	CC(Sc1n[nH]c(N)n1)C(=O)Nc1ccc(Cl)cn1 (stereo not given)
-11%	1%	-3%	Cc1ccc([N+](=O)[O-])cc1NC(=S)NC(=O)C(C)(C)C
4%	-3%	-3%	COc1ccc(CNC(=O)c2cc(-c3ccncc3)nc3c(C)cc(C)cc23)cc1OC
2%	-12%	0%	COc1ccccc1OC(=O)Cc1cccc2ccccc12
-11%	5%	-17%	COc1ccc(CNCc2cccc(Oc3ccccc3)c2)cc1
0%	0%	24%	COc1cc(CNC2CCCCC2OC)cc(OC)c1OC (stereo not given)
10%	5%	-15%	N#CC1=C(SCC(=O)Nc2ccccc2)NC(=O)CC1c1ccc(O)cc1 (stereo not given)
-14%	x	6%	Cc1ccc(-c2nc(CN(C)Cc3ccc4nccnc4c3)c(C)o2)s1
16%	6%	x	Cc1ccc(N(C)C(=O)CN2C(=O)CCc3cc(S(=O)(=O)N4CCOCC4)ccc32)cc1
x	4%	-15%	Cc1ccc(/C=C/C2=C[C@]3(C)C[C@]2(C)[C@H](c2ccc(C)cc2)CC3=O)cc1
2%	6%	0%	N#Cc1cccc(N=c2ssnc2Cl)c1
-6%	10%	10%	CCCn1c(Nc2nc3ccccc3n2C)nc2ccccc21
10%	-2%	u	N#Cc1cc2c(=O)n3ccccc3nc2n(-c2ccccc2Cl)c1=O
12%	x	-5%	CCOC(=O)CNC(=S)N(CCCN1CCN(C)CC1)Cc1cccs1
6%	-1%	5%	Cc1cc(C)cc(OCC(=O)Nc2ccc(N3CCN(C(=O)c4ccco4)CC3)cc2)c1
-29%	3%	x	Cc1oc(-c2ccc(Cl)cc2)nc1CS(=O)CC(=O)N1CCN(c2cccc(C(F)(F)F)c2)CC1 (stereo not given)
18%	2%	5%	CC(=O)c1ccc(-c2nnc(CCC(=O)N3CCCC(C(=O)CC(C)C)C3)o2)s1 (stereo not given)
1%	0%	8%	Cc1cc[n+](-c2nc3ccccc3nc2[N-]S(=O)(=O)c2ccccc2)cc1
-2%	3%	13%	COC(=O)C1=C(N)N(c2ccccc2F)C2=C(C(=O)CC(C)(C)C2)C1c1ccc(OC)c(OC)c1 (stereo not given)
0%	0%	x	Cc1ccc(-n2ncc3c(NCCCN(C)C)ncnc32)cc1Cl
-3%	x	3%	COc1cc(C=O)ccc1Oc1nnnn1-c1ccccc1
-20%	5%	x	Cc1ccc(NC(=O)CCc2ccc(S(=O)(=O)N3CCOCC3)cc2)c(Cl)c1
5%	0%	u	CC(=O)Nc1ccc(Nc2cc(C)nc3c(-c4ccc(Cl)cc4)cnn23)cc1
12%	x	11%	O=C(Cn1cc(/C=N/NC(=O)c2cccc3ccccc23)c2ccccc21)Nc1ccc(F)cc1
1%	5%	x	O=C(c1ccccc1)N1CCc2cc(CNS(=O)(=O)c3ccc(Cl)s3)ccc21
-8%	1%	3%	Cc1ccnc(NC(=O)c2cccc(NS(=O)(=O)c3ccccc3C)c2)c1
-10%	0%	-2%	CC1=C(C(=O)Nc2cccnc2)C(c2cccnc2)n2ncnc2N1 (stereo not given)
-16%	-3%	x	COc1ccc(OC)c(Nc2sc(C(=O)c3ccccc3)c(N)c2S(=O)(=O)c2ccccc2)c1
2%	4%	-16%	CCOC(=O)CNC(=O)c1ccccc1
-12%	5%	u	COc1cc(/C=N/N=C(N)N)ccc1OCc1ccccc1Cl
4%	2%	-4%	Cc1ccc(-c2nc(NC(=O)CSc3nnnn3-c3ccccc3)ns2)cc1
-3%	-3%	16%	NNC(=S)Nc1cc(S(=O)(=O)N2CCOCC2)ccc1N1CCOCC1
0%	1%	x	COc1cc(NC(=O)CN2C(=O)NC(CC(C)C)C2=O)cc(OC)c1OC (stereo not given)
10%	7%	-2%	Cc1ccc2c(c1)N(CC(=O)N1CCOCC1)C(=O)C(C)O2 (stereo not given)
-9%	1%	-17%	CN(C(=O)CN1C(=O)S/C(=C\c2ccccc2)C1=O)C1CCS(=O)(=O)C1 (stereo not given)
-5%	-10%	12%	COc1ccc(CN2C(=O)CC(Cc3ccc(C)cc3)C2=O)cc1OC (stereo not given)
x	-12%	1%	Cc1cc(O)c2c(c1O)C(=O)C(O)=C(O)C2=O
-2%	4%	-14%	COc1ccc(S(=O)(=O)N(C)CC(=O)NC2CC2)cc1
3%	0%	1%	Nn1c(Cc2cccc3ccccc23)nnc1SCn1nnc2ccccc2c1=O
-23%	-6%	26%	O=C(/C=C/c1ccco1)NC(=S)Nc1cccc([N+](=O)[O-])c1
-1%	4%	-13%	CCCN1CCC(=O)N([C@H](CSc2ccc(C)cc2)c2ccccc2)CC1
5%	4%	7%	CCOc1ccc2nc(NC(=O)c3cccnc3)sc2c1
10%	x	u	CN1CCSc2ccc(C(=O)NCc3cccc(Br)c3)cc21
2%	4%	-7%	OCC1(CCc2ccccc2)CCN(Cc2ccccc2Cl)CC1
-2%	2%	-27%	O=C(CNC(=O)c1ccccc1)N/N=C/C=C/c1ccccc1
11%	x	-26%	COc1ccc2cc(C(=O)NCC3CCCO3)[nH]c2c1 (stereo not given)
-20%	-8%	25%	Cc1ccc(OCCC(=O)OCC(=O)N2c3ccccc3CC2C)cc1 (stereo not given)
-1%	-1%	8%	CC(=O)c1c(OC(=O)c2ccccc2Br)ccc2c(C)cc(=O)oc12
-6%	x	-3%	CCOc1ccc(N=C2SCC(=O)N2CC)cc1
9%	2%	-11%	Cc1cccc(C(=O)NCC2CCCO2)c1 (stereo not given)
u	7%	-22%	CCN1C(=O)/C(=C/c2ccc(N3CCCC3)cc2)NC1=S
